# ERAP1 inh: inhibitors of human ERAP1 aminopeptidase. actives 0.15% (n = 340,000). Q9NZ08. recombinant ERAP1, Leu-AMC fluorescence, 60 min. AID 652197. inhibition, % at 10.7 µM;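 active = mean replicate inhibition of at least 30%, or all replicates individually reaching that 30% level; inactive = mean below 30% and not every replicate reaching it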;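 also: 0% = neutral control wells and 100% = L-leucinethiol positive control wells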
# ERp5 inh: ERp5 (human) disulfide isomerase inhibition; ERp5 insulin aggregation, absorbance 650 nm, 90 min; Q15084; inhibition, % at 9.99 µM; actives 0.05% (n = 350,000); AID 651711;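 active = mean replicate inhibition above about 25%, with every replicate also reaching it, limit read from the data, passing the limit was not always enough; inconclusive = only one of those two criteria met; inactive = neither criterion met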
# Target sequence (Q15084 whole entry, looked up): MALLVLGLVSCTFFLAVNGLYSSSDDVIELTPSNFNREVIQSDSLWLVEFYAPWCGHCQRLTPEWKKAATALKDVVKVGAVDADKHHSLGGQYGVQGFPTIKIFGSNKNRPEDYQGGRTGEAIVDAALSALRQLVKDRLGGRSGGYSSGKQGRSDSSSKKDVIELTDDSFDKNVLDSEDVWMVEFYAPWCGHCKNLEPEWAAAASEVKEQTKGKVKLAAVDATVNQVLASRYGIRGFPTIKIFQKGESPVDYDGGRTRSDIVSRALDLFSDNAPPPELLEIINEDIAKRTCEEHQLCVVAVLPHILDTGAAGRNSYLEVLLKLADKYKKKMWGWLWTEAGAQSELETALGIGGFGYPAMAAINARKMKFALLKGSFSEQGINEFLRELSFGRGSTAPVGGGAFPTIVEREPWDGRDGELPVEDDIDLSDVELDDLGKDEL
# RAD54 inh: blocks human RAD54 Holliday junction branch migration | Q92698 | FAM/BHQ fluorescence | inhibition, % at 10.4 µM | actives 0.14% (n = 360,000) | AID 602329;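 active = mean normalized replicate activity at least 40 and at least half of replicates scoring 40 or more; inconclusive = only one of the two criteria met; inactive = mean below 40 and under half of replicates reaching 40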;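 also: 0% = median of neutral control wells and 100% = median of positive control wells; inhibitors cause a drop in the FAM fluorescence signal; in these data hits start at about 50%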
# esBAF inh: inhibitors of esBAF chromatin remodeling in mouse ES cells; Bmi1-luciferase knock-in reporter, 24 h; 100% = twice the neutral-well signal; reporter increase, % at 12.5 µM; actives 2% (n = 350,000); AID 602393; in the data active = activation above about 40%; inconclusive = no clear call, values can overlap the other calls;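 also: 0% = median of the plate's neutral control wells and 100% = double that signal; a rise in the Bmi1 reporter signal indicates esBAF inhibition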
# S100A4 MyoIIA: blocks human S100A4 binding to myosin IIA peptide; S100A4/TAMRA-MyoIIA peptide fluorescence polarization; inhibition, % at 10.7 µM; actives 0.14% (n = 360,000); AID 652163;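 active = mean inhibition of at least 70% across replicates, with every replicate also reaching that level; inconclusive = mean inhibition reaches 70% but some replicates fall short; inactive = mean inhibition below 70%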
# Target sequence (P26447 whole entry, looked up): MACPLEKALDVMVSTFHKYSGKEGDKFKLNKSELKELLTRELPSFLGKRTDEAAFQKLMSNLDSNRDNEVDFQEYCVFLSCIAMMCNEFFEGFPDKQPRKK
#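 Material: S100A4 monomer protein | Medium: HEPES pH 7.2 with CaCl2, KCl, NaCl, DTT, Triton | Reagent: Labelled myosin peptide probe, 5 nM | Doses: One dose per compound | Times: 5 min incubation before reading | Benchmarks: Neutral control DMSO, positive control TFP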
# E-selectin induc: E-selectin induction on HUVECs; actives 0.37% (n = 260,000); HUVEC E-selectin immunofluorescence imaging; normalized: neutral wells 0, TNF-alpha wells 100; activation, % at 7.58 µM; P16581;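 active = mean E-selectin-positive cell signal at least 10% of the positive control, reached in at least 60% of replicates, without over 20% cell loss; inconclusive = no rule given, readout overlaps actives, possibly toxicity-flagged; inactive = the rest, including those meeting only one limit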;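 also: in these data hits start at about 27%; measured in HUVEC primary endothelial cells; signal is the percent of cells scored E-selectin positive by PE staining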
#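 assay system = HUVEC, human umbilical vein endothelial cells | input = 3,000 HUVEC seeded per well | medium = EGM-2 growth medium on 0.1% gelatin-coated wells | dosing = one compound dose added by pin transfer | signal = immunofluorescence imaging | read-out basis = % PE-positive cells | control set = TNF-alpha, DMSO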
# RAD52 anneal inh: inhibitors of human RAD52 DNA annealing; P43351; recombinant RAD52 DNA annealing, FRET fluorescence; inhibition, % at 18.7 µM; actives 0.46% (n = 360,000); AID 651710;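 active = every replicate showing at least 50% inhibition; inconclusive = mean inhibition at least 50% but not in every replicate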
# Target sequence (P43351 whole entry, looked up): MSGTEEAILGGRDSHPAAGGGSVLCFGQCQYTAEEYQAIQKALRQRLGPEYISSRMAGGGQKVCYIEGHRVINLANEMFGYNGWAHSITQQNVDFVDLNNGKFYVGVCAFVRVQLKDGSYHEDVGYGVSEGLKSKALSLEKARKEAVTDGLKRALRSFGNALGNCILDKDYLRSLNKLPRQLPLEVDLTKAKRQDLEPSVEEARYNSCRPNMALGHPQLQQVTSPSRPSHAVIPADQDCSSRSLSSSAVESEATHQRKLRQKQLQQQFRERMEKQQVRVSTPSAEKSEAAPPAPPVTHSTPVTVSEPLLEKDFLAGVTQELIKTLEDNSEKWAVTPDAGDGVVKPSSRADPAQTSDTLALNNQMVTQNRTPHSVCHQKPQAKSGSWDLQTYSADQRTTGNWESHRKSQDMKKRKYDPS
# Xi reactivation: activators of X-chromosome reactivation in mouse fibroblasts. XiGFP mouse fibroblasts, % GFP-positive cells imaging, 3 d; cells co-treated with 5-aza-dC sensitizer; scaled so ellipticine positive control = 100%. activation, % at 7.58 µM. actives 0.055% (n = 360,000). AID 743238;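 active = mean normalized replicate activation at least 10% and every replicate at or above 10%; inconclusive = only one of the two criteria met; inactive = mean below 10% and not all replicates reach 10%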;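 also: 0% = median of on-plate neutral control wells and 100% = ellipticine 6 µM median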
#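 Material: XiGFP fibroblasts, SV40-immortalized. Buffer or medium: DMEM plus 5-aza-dC sensitizer. Compound: single concentration per compound, delivered by pin transfer. Times: 3 days compound exposure. Controls: ellipticine 6 µM.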
# * marks the source's active call; other numbers are inactive results; ? = inconclusive; . = not tested or not shown; & = joins results of further samples; ! = a repeat was not active.
no.	smiles	ERAP1 inh	ERp5 inh	RAD54 inh	esBAF inh	S100A4 MyoIIA	E-selectin induc	RAD52 anneal inh	Xi reactivation
1	CCCCC(=O)N(C)c1c(C)nc2ccc(C(=O)N3CCN(C(=O)c4ccco4)CC3)cn12	0	-6	6	-4	-1	0.0	-3	0.1
2	C[C@H]1CN([C@@H](C)CO)S(=O)(=O)c2ccc(C#CC(C)(C)O)cc2O[C@@H]1CN(C)C(=O)CC1CC1	4	1	-3	4	0	-0.7	16	0.4
3	O=C(Nc1ccccc1Cl)N1C[C@@H]2[C@H](c3ccccc31)[C@H](CO)N2Cc1ccccc1	5	5	4	-4	33	0.3	-20	0.3
4	Cc1nnc(NC(=O)CSc2cn(Cc3ccccc3)c3ccccc23)s1	0	-5	-10	-5	-1	-0.4	-11	-0.2
5	CCc1nc2ccc(C(=O)N(CC)CCN(C)C)cn2c1N(C)C(=O)C1CCCCC1	-2	3	7	-1	10	0.0	-4	0.0
6	COC(=O)CC1=C(C(=O)OC)C(c2ccncc2)C(C#N)=C(N)O1 (configuration not stated)	0	-6	8	-3	9	.	-32	.
7	C[C@H](CO)N1C[C@H](C)[C@H](CN(C)C(=O)C2CCOCC2)Oc2ncc(-c3cccc(C#N)c3)cc2C1=O	0	3	3	0	3	-0.1	7	0.2
8	O=C(COc1ncnc2ccccc12)Nc1cc(S(=O)(=O)N2CCOCC2)ccc1Cl	3	5	3	.	1	.	-14	0.2
9	COc1ccc(NC(=O)COC(=O)c2ccc(-n3nc(C)cc3C)cc2)cc1OC	2	2	-11	1	-1	-0.9	2	0.1
10	O=C(COC(=O)c1cc(=O)[nH]c2ccccc12)c1ccccc1	-2	1	-8	-1	2	-1.4	5	-0.2
11	C[C@@H](NC(=O)C[C@H]1C=C[C@@H](NC(=O)C2CCC2)[C@@H](CO)O1)c1ccccc1	2	-5	7	5	15	-0.1	-1	0.4
12	Cc1cc(C(=O)Nc2cccc3c2O[C@@H](CN(C)C(=O)Nc2cccc4ccccc24)[C@@H](C)CN([C@H](C)CO)C3=O)n(C)n1	2	2	5	-1	16	0.9	-4	-0.6
13	COc1ccc([N+](=O)[O-])c(OC)c1C(=O)NC(=O)Nc1c(F)cc(F)cc1F	2	1	.	.	0	-0.5	4	0.4
14	O=C(C[C@@H]1C[C@@H]2c3cc(NC(=O)c4ccc5c(c4)OCO5)ccc3O[C@@H]2[C@@H](CO)O1)NCc1cccnc1	.	3	.	.	-5	-2.1	-5	0.2
15	COc1ccccc1CCN=C(N)NS(=O)(=O)c1ccc(C)c(C)c1	0	6	0	11	4	-0.1	5	0.1
16	O=S(=O)(c1cccc(Cl)c1)N1[C@@H]2CNC[C@H]1C2c1ccc(-c2cccc(F)c2)cc1 (some centres not stated)	1&3	3&1	.	.	-21&-3	0.1&-0.1	54*!	0.1&0.0
17	C[C@H](CO)N1C[C@H](C)[C@H](CN(C)Cc2ccc(-c3ccccc3)cc2)Oc2ccc(NC(=O)Cc3ccccc3)cc2CC1=O	-1	1	2	-3	-14	-1.6	-19	0.0
18	N#Cc1cn(Cc2ccccc2)c(=O)[nH]c1=O	-2	3	.	.	-20	-2.5	-9	0.0
19	CCOC(=O)N1CCN(C(=O)CSc2ccc(-c3ccccc3)nn2)CC1	8	-6	.	.	-6	0.4	-9	0.2
20	NS(=O)(=O)c1ccc(CCNC(=O)C2CC(=O)N(Cc3ccccc3Cl)C2)cc1 (configuration not stated)	-1	-3	-9	1	-1	.	-5	0.0
21	Cc1cc(C)n(-c2nnc(N3CCN(c4ccc(F)cc4)CC3)nn2)n1	4	1	.	.	1	.	-12	0.0
22	CCOc1cc(C2Nc3ccccc3NC3=C2C(=O)CC(C)(C)C3)ccc1OC(C)=O (configuration not stated)	-4	5	0	-6	-13	.	2	0.0
23	COc1cccc(C(=O)NCCSc2c(C)[nH]c3ccccc23)c1OC	-2	-6	-8	.	-2	.	-20	-0.6
24	CCOC(=O)c1c(/N=C/N(C)C)sc(C)c1C	1	-8	-3	0	-2	.	-18	0.0
25	CC12CCC(=O)N1C(C(=O)Nc1nc3ccc(F)cc3s1)CS2 (configuration not stated)	-1	2	10	17	9	0.6	4	0.1
26	CCC(C)(C)NC(=O)C(c1ccc(OC)cc1)N(C(=O)CCC(=O)Nc1cc(C)on1)c1ccccc1F (configuration not stated)	-3	1	-6	-7	-3	.	-16	0.0
27	Cc1cc(NC(=O)c2cc([N+](=O)[O-])ccc2Cl)no1	0	-4	-5	.	1	0.0	-14	0.1
28	CC(C)NC(=O)Nc1ccc2c(c1)C(=O)N([C@H](C)CO)C[C@H](C)[C@@H](CN(C)C(=O)NC1CCCCC1)O2	3&-1	-1&3	-1&0	0&-1	6&-6	0.5&-0.2	13&-3	-0.1&0.1
29	COCC#Cc1ccc2c(c1)O[C@@H](CN(C)S(=O)(=O)c1cccc(OC)c1)[C@H](C)CN([C@@H](C)CO)S2(=O)=O	3	-7	3	2	0	-0.4	-5	0.1
30	Cc1cc(C)n2nc(CC(=O)NNC(=O)COc3ccccc3)nc2n1	0	7	0	-2	-13	.	-6	0.1
31	N#C/C(=C\c1ccc(-c2ccc(C(=O)O)cc2)o1)C(=O)Nc1ccc(F)cc1	9	1	1	2	5	.	-24	0.0
32	CCCN1[C@H](C(=O)N[C@H](C)c2ccccc2)[C@@H](CO)[C@@H]2Cn3c(ccc(-c4cccc(F)c4)c3=O)[C@@H]21	1	-1	7	2	-22	-0.4	14	0.0
33	O=S(=O)(c1ccccc1)N1CC[C@H]2[C@H](CO)Nc3ccc(C#Cc4ccccc4F)cc3[C@H]21	.	.	.	.	51	-0.5	11	0.0
34	Fc1ccc(-c2nc3ccc(Br)cn3c2Cc2ccccc2)cc1	0	6	4	17	-13	0.0	-39	0.1
35	CC1CCCN(C(=O)c2cn(-c3ccccc3)nc2-c2cccnc2)C1 (configuration not stated)	0	-4	-3	1	0	.	-14	0.1
36	COc1ccc(CN2CCNC(=O)C2CC(=O)NC2CCCCC2)c(OC)c1 (configuration not stated)	-5	2	-6	.	9	-0.1	-18	0.1
37	O=C(O)C1CCC(C(=O)O)O1 (configuration not stated)	-1	5	-9	-4	11	1.9	-3	-0.1
38	CC1=NN(c2ccccc2)C(=O)/C1=C\c1cc(C)n(C)c1C	-3	0	3	.	-5	-0.1	-21	0.4
39	CCN(Cc1ccc2c(c1)OCO2)C(=O)CSc1nc(C)nc2sc(C)c(C)c12	2	3	4	3	3	.	-12	0.1
40	Cc1ccc(N2CCN(c3ccc(C)cc3)C2c2ccccn2)cc1	-2	1	4	?	-8	.	-9	.
41	CCN(CC)C(=O)CSC(Nc1ccc(F)cc1)=C(C#N)C#N	.	1	-66	.	-48	.	-306	0.0
42	Cc1ccc(-c2c(C(=O)N/N=C/c3c[nH]c4ccccc34)nnn2-c2nonc2N)cc1	-4	6	-4	4	1	0.7	-17	0.0
43	Cc1ccc(S(=O)(=O)Nc2ccc3c(c2)CC(=O)N([C@H](C)CO)C[C@@H](C)[C@H](CN(C)C(=O)NC(C)C)O3)cc1	0	-6	-28	0	3	-0.1	16	2.2
44	Cc1cc(NC(=O)CSc2ccc(-c3ccc(F)cc3)nn2)no1	-2	0	1	10	2	0.7	0	1.4
45	O=C(NC(=S)NNS(=O)(=O)c1ccccc1)c1ccccc1[N+](=O)[O-]	9	-2	.	.	-1	-0.1	-11	0.1
46	Nc1ccc(C(=O)C(=O)c2ccccc2)cc1	0	-3	-4	.	12	7.5	-11	0.3
47	O=[N+]([O-])c1ccccc1COc1ccc(Cl)c2cccnc12	3	3	4	-42	-13	.	0	0.1
48	CC=Cc1ccc2n(c1=O)C[C@H]1[C@H](CO)[C@@H](C(=O)Nc3ccc(-c4ccccc4)cc3)[C@@H]2N1C(=O)CC (mixture of isomers)	-3	5	-3	-6	19	0.4	-11	0.1
49	CCc1nc(CN(C)C(=O)C2CCC(=O)N(CCc3cccc(F)c3)C2)no1 (configuration not stated)	2	-2	3	15	8	0.0	-18	0.2
50	C[C@H]1CN([C@@H](C)CO)C(=O)c2c(c3ccccc3n2C)-c2ccccc2CO[C@@H]1CN(C)Cc1cccnc1	-3	4	-1	10	12	-3.0	14	1.8
51	N#Cc1ccccc1CSc1nc2ccc(NC(=O)c3ccccc3C(=O)O)cc2s1	3	6	.	.	-2	.	-19	0.0
52	COCCOC(=O)c1[nH]c2c(c1C)C(=O)CC(c1cc(OC)ccc1OC)C2 (configuration not stated)	.	1	-1	-5	0	0.9	-2	0.0
53	CSc1ccc(NC(=O)Nc2cccn(Cc3ccccc3)c2=O)cc1	0	9	.	.	-4	-1.6	-17	0.1
54	CCc1cc(C(=O)OC)c(NC(=O)CC2Sc3ccc(C(F)(F)F)cc3NC2=O)s1 (configuration not stated)	1	-7	5	.	-6	1.4	-15	0.1
55	Cc1cc(C(=O)Nc2c(C)n(C)n(-c3ccccc3)c2=O)on1	5	1	7	-4	0	0.0	13	-0.1
56	C[C@@H]1CN([C@@H](C)CO)C(=O)CCCn2cc(nn2)CO[C@H]1CN(C)S(C)(=O)=O	-1&4	9&1	-7	-5	13&4	0.0	15&0	-0.4&0.0
57	CCCS(=O)(=O)N1CCN=C1SCc1ccc(C)cc1	1	-3	.	.	4	.	-24	0.1
58	C[C@H]1CN([C@@H](C)CO)C(=O)c2cccc(NC(=O)c3nc4ccccc4s3)c2O[C@H]1CN(C)Cc1ccc(Oc2ccccc2)cc1	-1	4	1	-9	3	-4.3	-15	0.2
59	COCc1cc(C)nc(OCC(=O)N/N=C/c2ccc(OC)c(O)c2)c1C#N	4	0	.	.	5	.	-15	0.1
60	Cc1ccccc1NC(=O)NC1(C(=O)NCc2ccco2)CCCCC1	-3	3	.	-1	6	0.2	5	0.1

# Other results follow:
no.	smiles	ERAP1 inh	ERp5 inh	RAD54 inh	esBAF inh	S100A4 MyoIIA	E-selectin induc	RAD52 anneal inh	Xi reactivation
61	CC1(C(=O)OCC(=O)Nc2ccccc2Cl)CC1(Cl)Cl (configuration not stated)	9	2	.	-12	1	2.4	-1	0.0
62	O=C(Nc1ccccc1C(=O)O)c1cc(S(=O)(=O)N2CCCCCC2)ccc1Cl	-2	-3	-8	-1	-2	.	-9	0.1
63	Nc1ccccc1Nc1ccc([N+](=O)[O-])cc1[N+](=O)[O-]	2	-2	.	.	-4	-0.8	-4	0.4
64	O=C(O)c1sc2cc(C(F)(F)F)cnc2c1-c1cccs1	0	-4	.	.	1	0.1	-14	-0.1
65	Cc1noc(C)c1S(=O)(=O)Nc1ccc2c(c1)C(=O)N([C@H](C)CO)C[C@@H](C)[C@@H](CN(C)S(C)(=O)=O)OCCCC[C@H](C)O2	-4	-2	17	-3	4	0.7	1	0.0
66	COc1cc(C)c(NC(=O)COc2ccc3c(c2)OCO3)cc1C	1	-18	-2	36	2	.	-9	0.0
67	CCN1[C@@H]2c3cccc(=O)n3C[C@@H]2[C@@H](CO)[C@@H]1C(=O)NC1Cc2ccccc2C1	-1	-2	9	0	38	0.0	0	0.1

# The order is random; 2.5% or so of the library scored in one or more.
